# High-throughput results from PubChem.
# PHOSPHO1 inh: PHOSPHO1 (human) inhibition. Q8TCT1. recombinant PHOSPHO1, absorbance phosphatase assay. inhibition, % at 13.3 µM. hit rate 1.1% among 290,000; in the data active means inhibition above about 60%
# VIM-2 inh: inhibitors of Pseudomonas aeruginosa VIM-2 metallo-beta-lactamase; hit rate 0.89% among 290,000; purified VIM-2, nitrocefin hydrolysis, epi-absorbance fluorescence; inhibition, % at 5.6 µM;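 active means inhibition above the mean of all tested compounds plus 3 SD, cutoff set per screening run, cut at about 7.5% in these data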;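 further: red hydrolysis product quenches plate fluorescence so inhibitors raise well fluorescence; 0% = enzyme with DMSO and 100% = DMSO without enzyme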
# MEKK3 PB1 HTS: raises or lowers MEK5 binding to the human MEKK3 PB1 domain; bead-based flow cytometry, Alexa488-MEK5 binding to MEKK3; actives lie on both sides; 0 = blocked by unlabeled MEK5, 100 = vehicle; binding response (% of control), % at 10 µM; hit rate 1.4% among 290,000;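 active means binding response more than 3 SD above or below the average of its plate-row segment, actives on both sides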;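 further: Alexa488 bead fluorescence after subtracting the streptavidin-only scavenger bead signal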
# Target sequence (Q99759 whole entry, looked up, the tested form may be a part): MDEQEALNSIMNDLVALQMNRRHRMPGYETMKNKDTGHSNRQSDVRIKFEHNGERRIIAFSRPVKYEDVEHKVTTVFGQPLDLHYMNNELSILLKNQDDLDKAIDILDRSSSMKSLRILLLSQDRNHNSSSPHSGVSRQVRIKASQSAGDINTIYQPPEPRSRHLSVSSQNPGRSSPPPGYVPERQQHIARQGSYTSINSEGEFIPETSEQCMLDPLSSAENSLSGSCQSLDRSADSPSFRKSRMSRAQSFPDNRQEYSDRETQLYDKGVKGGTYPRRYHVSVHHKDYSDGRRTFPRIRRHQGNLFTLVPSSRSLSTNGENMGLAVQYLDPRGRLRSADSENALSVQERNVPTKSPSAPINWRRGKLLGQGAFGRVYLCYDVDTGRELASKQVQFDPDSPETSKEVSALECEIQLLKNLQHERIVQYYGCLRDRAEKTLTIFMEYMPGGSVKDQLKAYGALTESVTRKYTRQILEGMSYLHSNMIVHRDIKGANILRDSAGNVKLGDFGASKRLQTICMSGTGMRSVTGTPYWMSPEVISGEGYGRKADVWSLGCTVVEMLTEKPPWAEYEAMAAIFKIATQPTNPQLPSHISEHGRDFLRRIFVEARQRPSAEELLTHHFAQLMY
# IDE cell activ: activators of human insulin-degrading enzyme in cells; P14735; HEK cells, FAbeta-B cleavage, fluorescence polarization; 0% vehicle, 100% cell-free pure enzyme wells; activation, % at 5.96 µM; AID 493087; hit rate 0.073% among 340,000;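 active means activation above the mean of all tested compounds plus 3 SD, set per screening campaign, cut at about 17% in these data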
# SUMO HTRF inh: blocks human SUMOylation mediated by UBC9. P63279. HTRF SUMOylation assay, SAE1/SAE2 + UBC9, in vitro. AID 2006. inhibition, % at 35 µM. hit rate 0.36% among 290,000; in the data active means inhibition above about 50%, passing the limit was not always enough; further: strong numbers were not always called active
# Target sequence (P63279 whole entry, looked up): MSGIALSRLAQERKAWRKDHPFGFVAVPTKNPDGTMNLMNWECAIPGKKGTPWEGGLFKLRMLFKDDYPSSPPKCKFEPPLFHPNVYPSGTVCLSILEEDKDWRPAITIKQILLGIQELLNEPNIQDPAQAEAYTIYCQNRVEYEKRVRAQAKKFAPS
# NS3 helicase inh: HCV NS3 helicase inhibition; NS3 helicase DNA unwinding, Cy5 molecular beacon fluorescence; inhibition, % at 10.9 µM; hit rate 0.56% among 290,000;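 active means inhibition above the mean of all tested compounds plus 3 SD, set per campaign, cut at about 35% in these data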;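 further: 0% = DMSO wells and 100% = thioflavine S control wells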
#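 Measured by: Cy5 fluorescence, 0 and 60 min reads / Assay system: NS3 helicase fragment of HCV / Control set: low DMSO, high thioflavine S at 110 µM / Times: 1 h reaction at 25 °C, ATP-initiated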
# p-CIP stab down: compounds decreasing mouse p/CIP protein stability; Q05BA5; F442A p/CIP-EGFP cells, EGFP fluorescence, 16 h; decrease of EGFP signal, % at 10 µM; hit rate 0.01% among 290,000; AID 1984;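 active means EGFP signal decrease of at least 30% at 10 µM or well 3 SD below plate mean, unless failing retest; inactive means the rest, including hits failing retest or dose response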; further: some compounds called inactive have numbers as strong as hits; many of its hits are not listed in these tables
# IMP-1 inh: inhibitors of Pseudomonas aeruginosa IMP-1 metallo-beta-lactamase; purified IMP-1, nitrocefin hydrolysis, epi-absorbance fluorescence; inhibition, % at 5.6 µM; hit rate 0.45% among 290,000;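 active means inhibition above the mean plus 3 SD of all compounds in the same screening run, cut at about 4.5% in these data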;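 further: 0% = IMP-1 with DMSO and 100% = DMSO wells lacking enzyme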
#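 Test system: recombinant IMP-1 enzyme, purified / Medium: HEPES buffer pH 7.1 with ZnSO4 and Brij 35 / Doses: single dose, 5.6 µM / Times: 25 °C, 15 min preincubation, 25 min reaction / Detection: Epi-absorbance via hydrolysed-nitrocefin quenching of white-plate fluorescence, 480/530 nm, EDTA stop / Evaluation: percent inhibition from optical density relative to buffer-blank wells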
# DNA FID counter: counter-screen for HCV NS3 helicase inhibitors: DNA intercalator displacement; DNA fluorescent intercalator displacement, fluorescence; inhibition, % at 7.9 µM; hit rate 0.17% among 290,000; in the data active means inhibition above about 37%;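 further: 0% = vehicle and 100% = reference compound; higher means more ethidium bromide displaced from hairpin DNA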
# * hit, by the source's call; nt = no result given. These rows are one share of the data. The share of hits here may be higher or lower than overall.
cpd | mol | IDE cell activ | SUMO HTRF inh | PHOSPHO1 inh | NS3 helicase inh | p-CIP stab down | IMP-1 inh | DNA FID counter | VIM-2 inh | MEKK3 PB1 HTS
1 | CC(C)c1ccccc1NC(=O)COC(=O)Cc1c[nH]c2ccccc12 | 6 | 0 | 5 | 2 | 0 | -3.5 | -18 | -1.1 | 104
2 | C=CCn1c(COc2cccc(C)c2)nnc1SCC(=O)NC(=O)NCc1ccco1 | 1 | 19 | 3 | 12 | -10 | -3.4 | -31 | -2.1 | 102
3 | Cc1cccc(C)c1NC(=O)c1c(C)nn(-c2ccccc2)c1Cl | 2 | 10 | 2 | 3 | 10 | -4.1 | -15 | 0.2 | 104
4 | CNc1cc(CSc2ccc(Cl)cc2)nc(C)n1 | 2 | 0 | 24 | -17 | -6 | -2.9 | 8 | -1.5 | 113
5 | CN1C(=O)CC(N2CCC(c3nc4ccccc4[nH]3)CC2)C1=O (stereo not given) | 0 | 19 | 17 | 5 | 0 | -4.4 | -4 | -3.8 | 94
6 | CC1CCCCN1c1nnc(N)s1 (stereo not given) | 1 | -11 | 2 | -5 | 2 | -0.3 | 2 | -2.6 | 81
7 | O=C(NCc1cccnc1)C1CCN(S(=O)(=O)c2cccs2)CC1 | 4 | 5 | 9 | -7 | -4 | -1.4 | -1 | -3.8 | 102
8 | C/C(=N/NC(=O)c1ccco1)c1cccc(NC(=O)c2ccc(C)s2)c1 | -3 | 19 | 2 | -6 | 1 | 0.0 | -13 | -2.1 | 102

# By substructure: those above with an aryl thioether with sulfur outside any ring
cpd | mol | IDE cell activ | SUMO HTRF inh | PHOSPHO1 inh | NS3 helicase inh | p-CIP stab down | IMP-1 inh | DNA FID counter | VIM-2 inh | MEKK3 PB1 HTS
2 | C=CCn1c(COc2cccc(C)c2)nnc1SCC(=O)NC(=O)NCc1ccco1 | 1 | 19 | 3 | 12 | -10 | -3.4 | -31 | -2.1 | 102
4 | CNc1cc(CSc2ccc(Cl)cc2)nc(C)n1 | 2 | 0 | 24 | -17 | -6 | -2.9 | 8 | -1.5 | 113

# Part of the list above with just SUMO HTRF inh and IDE cell activ.
entry | SMILES | SUMO HTRF inh | IDE cell activ
3 | Cc1cccc(C)c1NC(=O)c1c(C)nn(-c2ccccc2)c1Cl | 10 | 2
4 | CNc1cc(CSc2ccc(Cl)cc2)nc(C)n1 | 0 | 2
5 | CN1C(=O)CC(N2CCC(c3nc4ccccc4[nH]3)CC2)C1=O (stereo not given) | 19 | 0
6 | CC1CCCCN1c1nnc(N)s1 (stereo not given) | -11 | 1
7 | O=C(NCc1cccnc1)C1CCN(S(=O)(=O)c2cccs2)CC1 | 5 | 4
8 | C/C(=N/NC(=O)c1ccco1)c1cccc(NC(=O)c2ccc(C)s2)c1 | 19 | -3

# Records 3 through 4 from above:
cpd | mol | IDE cell activ | SUMO HTRF inh | PHOSPHO1 inh | NS3 helicase inh | p-CIP stab down | IMP-1 inh | DNA FID counter | VIM-2 inh | MEKK3 PB1 HTS
3 | Cc1cccc(C)c1NC(=O)c1c(C)nn(-c2ccccc2)c1Cl | 2 | 10 | 2 | 3 | 10 | -4.1 | -15 | 0.2 | 104
4 | CNc1cc(CSc2ccc(Cl)cc2)nc(C)n1 | 2 | 0 | 24 | -17 | -6 | -2.9 | 8 | -1.5 | 113

# (further entries)
cpd | mol | IDE cell activ | SUMO HTRF inh | PHOSPHO1 inh | NS3 helicase inh | p-CIP stab down | IMP-1 inh | DNA FID counter | VIM-2 inh | MEKK3 PB1 HTS
9 | COc1ccc(/C=C/c2ccncc2)cc1OC | 2 | 8 | 6 | 2 | -10 | -4.7 | -3 | -1.9 | 86
10 | Fc1ccc(CSc2nnc(Cc3sc(-c4ccccc4)nc3-c3ccccc3)o2)cc1 | 2 | -12 | 16 | -4 | 8 | -2.9 | -3 | -2.4 | 104
11 | CC(=O)N(Cc1cccc(Br)c1)c1ccc(N2CCOCC2)c(Cl)c1 | -6 | 3 | 14 | 9 | -12 | -3.3 | -32 | -2.4 | 102
12 | CC1(C)Cc2cccc(OCC(=O)Nc3cccnc3)c2O1 | 1 | 20 | 0 | 1 | -12 | -3.1 | -9 | -3.5 | 130*
13 | COc1ccc(CN(C)C(=O)Cc2c[nH]c3ccccc23)c(OC)c1OC | 0 | 16 | 24 | -1 | -2 | -1.3 | -28 | -3.2 | 97
14 | CC(=O)Nc1ccc(S(=O)(=O)N2CCC(C(=O)N[C@@H](C)C(=O)NC3CCCC3)CC2)cc1 | -3 | -3 | -3 | -2 | 6 | -1.0 | -6 | -0.5 | 101
15 | CCC(C)(C#CCN1CCCCC1)OC(C)=O (stereo not given) | 3 | 10 | -17 | -2 | -8 | 1.4 | -3 | 0.9 | 88
16 | Cn1c(N)c(C(=O)Nc2ccc3ccccc3c2)sc1=S | -1 | 22 | 96* | -4 | -5 | 0.0 | -1 | 0.3 | nt

# Fetched one by one from the entries so far:
cpd | mol | IDE cell activ | SUMO HTRF inh | PHOSPHO1 inh | NS3 helicase inh | p-CIP stab down | IMP-1 inh | DNA FID counter | VIM-2 inh | MEKK3 PB1 HTS
13 | COc1ccc(CN(C)C(=O)Cc2c[nH]c3ccccc23)c(OC)c1OC | 0 | 16 | 24 | -1 | -2 | -1.3 | -28 | -3.2 | 97
9 | COc1ccc(/C=C/c2ccncc2)cc1OC | 2 | 8 | 6 | 2 | -10 | -4.7 | -3 | -1.9 | 86

# (listing goes on)
cpd | mol | IDE cell activ | SUMO HTRF inh | PHOSPHO1 inh | NS3 helicase inh | p-CIP stab down | IMP-1 inh | DNA FID counter | VIM-2 inh | MEKK3 PB1 HTS
17 | CCN(CC)c1ccc(N=Cc2ccccc2[N+](=O)[O-])cc1 | -4 | 8 | -11 | 41* | -8 | -1.6 | 0 | -1.1 | 104
18 | CSCCC(NC(=O)OC(C)(C)C)C(=O)NC(CC(C)C)C(N)=O (stereo not given) | 1 | 2 | -10 | 7 | -1 | -2.5 | -2 | -0.4 | 104
19 | CNc1ccccc1NC(=O)C1CCCN1C(=O)OCc1ccccc1 (stereo not given) | -1 | 3 | -10 | -1 | -1 | -2.0 | -10 | -4.9 | 100
20 | CCCC12CN3CC(C)(CN(C1)C3c1ccc(OC)cc1)C2=O (stereo not given) | 0 | -12 | 6 | 5 | -6 | -2.9 | -9 | -2.7 | 100
21 | CN1CC(=O)N(CC(=O)NCCc2ccc(F)cc2)c2ccccc2C1=O | 6 | 6 | 20 | 2 | 2 | -3.2 | -2 | 0.5 | 106
22 | COc1cccc(-c2nc3n(n2)C(c2ccc4c(c2)OCO4)C(C(N)=O)=C(C)N3)c1 (stereo not given) | 1 | 5 | 36 | 4 | -6 | -1.8 | -12 | -2.1 | 102
23 | Oc1ccc(Br)cc1-c1nc2cnccn2c1NC1CCCCC1 | 3 | 20 | 11 | -2 | -5 | -2.3 | -8 | -3.3 | 111
